S3 lipid droplet – qHTS Assay for Lipid Storage Modulators in Drosophila S3 Cells; Drosophila S3 cells, BODIPY lipid droplet fluorescence, 18-24 h; cells fed with added oleic acid; Potency in µM for hits, for the others lipid storage change, negative = inhibition, % at the top dose, mostly 46.1 µM; 0.64% of 320,000 active; active = well fitted inhibition curve with a large enough effect in the signal ratio, with a control signal flat, not every such curve was filed as active; inconclusive = small, poorly fitted or top-dose-only effect, or effect the other way, or a change in a side signal; the % refers to the signal ratio
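Laser-scanning cytometry quantifies lipid droplet accumulation (500–530 nm total intensity; droplet/cell object ratio) in oleic acid-fed (400 uM added) Drosophila S3 cells treated with a concentration series. 20 uM Triacsin C defined 100% inhibition.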
S3 lipid droplet cell count max – also measured in S3 lipid droplet; calls as there; cell number change, %; measured here: cell count max response;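 cells counted by Cell Tracker Red CMTPX staining in the red channel; peak over a dose series mostly up to 46.1 µM; percent activity relative to internal control wells on each plate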
The depositor's hits bear a star; i = inactive; ? = inconclusive; . = not tested or not shown; [ ] = another dose, or the depositor's remark. % is scaled to controls: 0 for no effect and ±100 for the full control effect; potency is read from the fitted curve at half-maximal effect. Only part of the results is shown; rates above refer to the full screens.

S3 lipid droplet cell count max | S3 lipid droplet | Molecule
-4 | -2% | CCn1c(=O)n(CC(=O)N2CC(C)CC(C)C2)c(=O)c2ccccc21 (stereo unspecified)
7 | 12% | Cc1cc(C(=O)OCC(=O)N2CCOCC2)c2ccccc2n1
-3 | -4% | Nc1nc(N2CCN(Cc3ccccc3)CC2)n[nH]1
. | ? | COC(=O)COC(=O)c1ccc(O)cc1
-3 | -13% | CC(=O)/C(=N/Nc1ccc(Br)cc1)Sc1cccc2cccnc12
. | ? | Cc1ccccc1CNC(=O)c1ccc2ccccc2n1
-18 | 1% | CCOC(=O)C1=C(C)Nc2ccccc2N=C1NC(=O)Cc1ccc(OC)cc1
11 | i | COc1ccc(NC(=S)NCCN2CCOCC2)cc1
. | ? | CN(C)C(=O)c1ccccc1-c1ccccc1
0 | -11% | CC(C)NC(=O)C1(c2ccccc2)CC1(Cl)Cl (stereo unspecified)
18 | -6% | CCOc1cc(C2CC(=O)NC3=C2C(=O)C(C(=O)OC)C(C)C3)cc(Br)c1O (stereo unspecified)
-7 | 7% | CCOc1ccccc1Nc1nc(N)nc(CN2CCCCC2C)n1 (stereo unspecified)
-3 | -11% | COC(=O)[C@@H]1C[C@H]2CC[C@H](O)C[C@H]2N1Cc1ccc(N2CCN(C)CC2)cc1
2 | 14% | COc1cccc(CNC(=O)C2CCCN(c3nn4c(=O)cc(C)nc4s3)C2)c1 (stereo unspecified)
. | ? | Cc1ccc(NC(=O)Cc2nc(CN(C)CC(=O)Nc3ccc(C)cc3)cs2)cc1

Reprinted at random: 2 entries already listed
S3 lipid droplet cell count max | S3 lipid droplet | Molecule
. | ? | Cc1ccc(NC(=O)Cc2nc(CN(C)CC(=O)Nc3ccc(C)cc3)cs2)cc1
-4 | -2% | CCn1c(=O)n(CC(=O)N2CC(C)CC(C)C2)c(=O)c2ccccc21 (stereo unspecified)

The list continues:
S3 lipid droplet cell count max | S3 lipid droplet | Molecule
. | ? | COc1cccc(CN(CC2CCCO2)S(=O)(=O)c2ccc(S(=O)(=O)N(C)C)cc2)c1 (stereo unspecified)
. | ? | Cc1nc(C)n(CC(O)COc2ccc3cc(Br)ccc3c2)n1 (stereo unspecified)
16 | 19% | COc1ccc(C(=O)OCC(=O)Nc2cc(C)on2)cc1S(=O)(=O)N1CCOCC1
. | 17%[0.0737 µM] | CCCN(CC(=O)Nc1ccccc1C)C(=O)c1ccc(S(=O)(=O)N2CCC(C)CC2)cc1
-7 | i | CCC(C(=O)Nc1nccs1)(C(F)(F)F)C(F)(F)F
. | ? | O=C(COc1ncnc2ccccc12)NCC1CCCO1 (stereo unspecified)
1 | -2% | O=C1CSC(=S)N1N1C(=O)c2cccc([N+](=O)[O-])c2C1=O
. | 9% | O=C(c1cccs1)N1CCCC(c2ccccc2)C1 (stereo unspecified)
. | ? | CC(=O)c1c(C)[nH]c(C(=O)COC(=O)c2ccc(Cl)nc2)c1C
0 | 5% | CC(=O)Nc1cc(C(=O)N(C)Cc2ccco2)ccc1Sc1ccc(C)cc1
-7 | -24% | C=CCSc1nnc(-c2cc3c(C(F)(F)F)nn(C)c3s2)n1C
. | ? | COc1ccc(C(C(=O)NCC2CCCO2)N(Cc2ccccc2)C(=O)c2snc(C(N)=O)c2N)cc1OC (stereo unspecified)
. | ? | Cc1nc(SCc2ccc(C#N)cc2)n[nH]1
. | 10% | Cn1nccc1C(=O)NC1CC(C)(C)Cc2c1cnn2-c1ccc(F)cc1 (stereo unspecified)
. | ? | O=C(CS(=O)(=O)c1cn(Cc2ccc(Cl)cc2)c2ccccc12)N1CCOCC1

The list goes on.
S3 lipid droplet cell count max | S3 lipid droplet | Molecule
. | i | OCCOCCNc1ncnc2sc(-c3ccccc3)cc12
. | ? | CC(=O)c1cccc(NC(=S)NC(=O)c2ccccc2)c1
0 | 9% | Cc1ccc(C)c(OCC(=O)NCCNC(=O)COc2cc(C)ccc2C)c1
-1 | -8% | O=C1OCc2cccc([N+](=O)[O-])c21
. | ? | NC(=O)CSc1oc(-c2ccc(F)cc2)nc1S(=O)(=O)c1ccccc1
. | ? | CC1CCCCN1C(=S)NCc1ccco1 (stereo unspecified)
7 | 9% | CCc1cc(=O)oc2cc(C)cc(OC(C)C(=O)NC(Cc3c[nH]c4ccc(O)cc34)C(=O)O)c12 (stereo unspecified)
-28 | i | Cc1nc2ccccc2c(=O)n1NC(=O)c1ccccc1
13 | i | CC(C)C[C@H]1CN=C(Nc2ccccc2)N1CC1CCCCC1
. | ? | COCCCN1C(=O)C(=O)/C(=C(/O)c2ccc(OC(C)C)cc2)C1c1ccncc1 (stereo unspecified)
. | ? | O=C(O)c1ccc(O)cc1O
. | ? | CCN1CCCC1CN(Cc1cc2ccc(C)cc2[nH]c1=O)C(=S)Nc1ccccc1OC (stereo unspecified)
-6 | 23% | CCCc1n[nH]c(=O)c2c1nnn2Cc1ccccc1
8 | 8% | Cc1[nH]c(C)c(S(=O)(=O)N2CCN(c3ccccc3)CC2)c1C(=O)N1CCCC1
-10 | 2% | CCCC(=O)n1nc(-c2cccnc2)nc1NCc1ccccc1

(next part)
S3 lipid droplet cell count max | S3 lipid droplet | Molecule
15 | 6% | COc1ccc(Oc2nc(C)cc(C)c2S(=O)(=O)c2ccc(C)cc2)cc1
13 | -2% | CCCCN(CCCNC(=O)C1CCCN(S(=O)(=O)CCC)C1)Cc1ccccc1 (stereo unspecified)
. | ? | Cc1ccc(S(=O)(=O)N2CCN(C)CC2)c(C)c1
3 | 6% | COc1ccc(CC(=O)NCc2ccc(-n3cccc3)cc2)cc1OC
. | ? | COc1ccc(CN(C(=O)CN2C(=O)c3ccccc3S2(=O)=O)C(C(=O)NCC2CCCO2)c2ccncc2)cc1 (stereo unspecified)
. | ? | Cc1cc2nc(N)sc2cc1C
. | ? | Cc1cccc(C(=O)Nc2ccccc2C(=O)NCc2ccco2)c1
. | ? | Cc1cc(C(=O)COC(=O)Cc2n[nH]c(=O)c3ccccc23)c(C)n1-c1ccc2c(c1)OCCO2
. | ? | CN1CCc2c(sc(NC(=O)Cc3ccccc3)c2C#N)C1
. | ? | Cc1ccc(NC(=O)C(C)c2ccc(-c3ccccc3)c(F)c2)cc1 (stereo unspecified)
18 | 15% | O=S(=O)(c1ccc(Oc2ccc3oc4ccccc4c3c2)nc1)N1CCCC1
. | ? | Cc1cc2c(NC(=O)Nc3ccc(C(F)(F)F)cc3)cccc2nn1
. | ? | NCC(=O)N1CCC(C(=O)N[C@@H](Cc2c[nH]c3ccccc23)C(=O)O)CC1
-8 | -1% | COc1ccc(N2C(=O)[C@@H]3[C@H](C2=O)[C@H]2C=CC=NN2[C@@H]3C(=O)Nc2ccc(Cl)cc2)cc1
0 | 8% | S=c1nc(Cc2ccccc2)[nH]c2ccccc12

Later entries.
S3 lipid droplet cell count max | S3 lipid droplet | Molecule
5 | -18% | C/C(=N\NC(=O)c1nnn(-c2nonc2N)c1C(C)C)c1ccc2ccccc2c1
. | ? | COc1ccc(Cl)cc1NC(=O)CN(C)C(=O)C12CC3CC(CC(Cl)(C3)C1)C2
. | ? | Cc1cc2c(c(=O)o1)C(C(C)C)C(C#N)=C(N)O2 (stereo unspecified)
13 | -8% | CCn1nc(C)c(CN2CCCCC2C(=O)Nc2ccc(Oc3cccnc3)cc2)c1C (stereo unspecified)
. | ? | Cc1nc(SCC(=O)N2CCc3ccccc3C2)c2c(C)c(C)sc2n1
8 | 18% | Cc1nnc(NC(=O)CCC(=O)NCc2ccco2)s1
. | ? | O=C1C2C3C=CC(C2C(=O)N1CCCO)C1C2C(=O)N(CCCO)C(=O)C2C31 (stereo unspecified)
. | ? | Cc1cc(N2CCOCC2)nc2ccc(NC(=O)CCC(=O)N3CCN(c4ccccc4F)CC3)cc12
-13 | i | Cc1nc2ccc(C(=O)N3CCCC(CO)(Cc4ccc(F)cc4F)C3)cc2nc1C (stereo unspecified)
14 | 0% | O=C(c1ccc(Cl)c([N+](=O)[O-])c1)N(Cc1ccc(Cl)cc1)C1CCS(=O)(=O)C1 (stereo unspecified)
. | ? | O=C(CNC(=S)N(Cc1ccccc1Cl)C1CCCC1)NCCCN1CCOCC1
-7 | 5%[9.22 µM] | O=C(Nc1cccc(Cl)c1N1CCOCC1)c1ccc2c(c1)OCCO2
. | ? | CC(C)N(C(C)C)S(=O)(=O)c1ccc(NC(=O)c2cnccn2)cc1
. | i | CCCc1ccc(OCCNC(=O)c2ccccc2Br)cc1
. | i | CCOC(=O)c1cnc2ccc(C)cc2c1Sc1ccccc1

Single records (already shown). Order of values: S3 lipid droplet cell count max	S3 lipid droplet
CCCc1ccc(OCCNC(=O)c2ccccc2Br)cc1 across the screens: .	i
CCn1nc(C)c(CN2CCCCC2C(=O)Nc2ccc(Oc3cccnc3)cc2)c1C (stereo unspecified) across the screens: 13	-8%
O=C(CNC(=S)N(Cc1ccccc1Cl)C1CCCC1)NCCCN1CCOCC1 across the screens: .	?

(cont.)
S3 lipid droplet cell count max | S3 lipid droplet | Molecule
. | ? | Nc1c(Cl)ncnc1N/N=C/c1ccnc2ccccc12
0 | -10% | CCn1c(Cc2ccccc2)nnc1SCC(=O)Nc1ccccc1N1CCOCC1
9 | 14% | COc1ccc2[nH]cc(C(=O)CN3CC(C)CC(C)C3)c2c1 (stereo unspecified)
. | ? | CC(=O)c1cccc(NS(=O)(=O)c2ccc(N/C=C\C(=O)c3ccc(F)cc3)cc2)c1
18 | i | CC1CCCCN1S(=O)(=O)c1cccc2nonc12 (stereo unspecified)
-1 | 21% | COc1ccc(N2C(=O)CC(NNC(=O)c3ccc(Br)s3)C2=O)cc1 (stereo unspecified)
. | i | Cc1ccccc1-c1nc(CN2CCC(C(=O)NCCN3CCOCC3)CC2)c(C)o1
-12 | 3% | Cc1ccc(-c2ccc([C@H]3[C@H]4C=CC[C@@H](C)[C@@H]4C(=O)N3Cc3ccccc3)c(F)c2)cc1
. | 0% | CC1CCCCN1CCCNc1c(C=O)c(=O)[nH]c2ccccc12 (stereo unspecified)
-16 | -1% | CC[n+]1c(C)sc2cc(C)ccc21
-21 | -12% | Cc1cccc(OCC(=O)OCC(=O)NCC2CCCO2)c1C (stereo unspecified)
13 | -4% | O=C1Nc2c(c(=O)[nH]c(=O)n2-c2ccccc2F)C(C(F)(F)F)(C(F)(F)F)N1
-22 | -8% | CC(C)(C)c1cc(NS(=O)(=O)c2ccc(Br)s2)no1
4 | 1% | COc1cc2c(cc1OC)CN(C(=O)CC1CC3CCC1C3)CC2 (stereo unspecified)
. | ? | Cc1onc(-c2ccccc2)c1C(=O)Nc1sccc1C#N

More entries.
S3 lipid droplet cell count max | S3 lipid droplet | Molecule
. | ? | Cc1ccc(N2CCN(C(=O)CN3C(=O)c4ccccc4C3=O)CC2)cc1
6 | 1% | CC(C)(C)CN1C(N)=NC[C@H]1Cc1ccc(O)cc1
. | ? | COc1ccc(C)cc1Nc1n[n+](-c2ccccc2)c(-c2cc([N+](=O)[O-])cc(OC)c2O)s1
. | ? | COc1ccc(N2CCN(C(=O)C3CCN(S(=O)(=O)c4cccs4)CC3)CC2)cc1
10 | 1% | CCc1cc(=O)oc2cc(O[C@@H]3O[C@H](CO)[C@@H](O)[C@H](O)[C@H]3O)c(Cl)cc12
-22 | 0% | N#Cc1ccc(OCc2noc(-c3ccsc3)n2)cc1
. | ? | O=C(NNC1CC(=O)N(c2cccc(Cl)c2)C1=O)c1cccs1 (stereo unspecified)
4 | 7% | CCOC(=O)c1ccccc1NC(=O)COC
. | i | NC(=S)Nc1ncc(C(F)(F)F)cc1Cl
. | ? | C#CC(CO)N(CCN(Cc1ccccc1)C(C#C)CO)Cc1ccccc1 (stereo unspecified)
-4 | -9% | CSCCC(NC(N)=O)C(=O)NCC1CCCCC1 (stereo unspecified)
-23 | 10% | CCN1C(=O)[C@@H]2[C@@H](c3ccc(SC4CCCCC4)c(OC)c3)N3CCC[C@@]3(C(=O)OC)[C@@H]2C1=O
. | ? | Nc1nc(Cl)cc(N2CCOCC2)n1
. | ? | CON(c1nc(Cl)nc(N(C)C)n1)S(=O)(=O)c1ccc(C)cc1
. | ? | CCOC(=O)C1(Cc2ccc(OC)cc2)CCN(C(=O)Cn2cnnn2)CC1

An excerpt of these results, field by field:
O=C(NNC1CC(=O)N(c2cccc(Cl)c2)C1=O)c1cccs1 (stereo unspecified)
  S3 lipid droplet cell count max: .	S3 lipid droplet: ?

CCOC(=O)c1ccccc1NC(=O)COC
  S3 lipid droplet cell count max: 4	S3 lipid droplet: 7%

NC(=S)Nc1ncc(C(F)(F)F)cc1Cl
  S3 lipid droplet cell count max: .	S3 lipid droplet: i

C#CC(CO)N(CCN(Cc1ccccc1)C(C#C)CO)Cc1ccccc1 (stereo unspecified)
  S3 lipid droplet cell count max: .	S3 lipid droplet: ?

More records.
S3 lipid droplet cell count max | S3 lipid droplet | Molecule
. | ? | COCC(C)n1c(SCc2ccc(C(=O)OC)o2)nc2ccccc2c1=O (stereo unspecified)
25 | i | Cc1cccc(CC(=O)NC2CCCCCC2)c1
13 | 20% | C/C(=N\NC(=S)NCc1ccccc1)c1ccc(C#N)cc1
. | ? | COCCCNC(=O)CC(NS(=O)(=O)c1ccc(OC)cc1)c1ccc(OC)cc1 (stereo unspecified)
. | ? | CCCC[C@@]1(C2CCCC2)Cc2cc(OCC(=O)O)c(Cl)c(Cl)c2C1=O
. | ? | CN(C)C(CNC(=O)C1CC(=O)N(Cc2ccccc2)C1)c1ccccc1 (stereo unspecified)
